Screens as filed in PubChem BioAssay.
JMJD2A Tudor inh: blocks the human JMJD2A Tudor domain; O75164; AlphaScreen JMJD2A-Tudor / H3K4me3 peptide binding; Potency, µM (series often up to 114 µM), inactives show at the highest dose activity change, negative = inhibition, actives largely listed as inhibitors; 390,000 compounds, 4.4% hits; AID 504339; also: potency is read from the fitted curve at half-maximal effect; % is scaled to controls: 0 for no effect and ±100 for the full control effect; nearly all actives have a fitted effect of over 50% in size
Target sequence (O75164 whole entry, looked up, the tested form may be a part): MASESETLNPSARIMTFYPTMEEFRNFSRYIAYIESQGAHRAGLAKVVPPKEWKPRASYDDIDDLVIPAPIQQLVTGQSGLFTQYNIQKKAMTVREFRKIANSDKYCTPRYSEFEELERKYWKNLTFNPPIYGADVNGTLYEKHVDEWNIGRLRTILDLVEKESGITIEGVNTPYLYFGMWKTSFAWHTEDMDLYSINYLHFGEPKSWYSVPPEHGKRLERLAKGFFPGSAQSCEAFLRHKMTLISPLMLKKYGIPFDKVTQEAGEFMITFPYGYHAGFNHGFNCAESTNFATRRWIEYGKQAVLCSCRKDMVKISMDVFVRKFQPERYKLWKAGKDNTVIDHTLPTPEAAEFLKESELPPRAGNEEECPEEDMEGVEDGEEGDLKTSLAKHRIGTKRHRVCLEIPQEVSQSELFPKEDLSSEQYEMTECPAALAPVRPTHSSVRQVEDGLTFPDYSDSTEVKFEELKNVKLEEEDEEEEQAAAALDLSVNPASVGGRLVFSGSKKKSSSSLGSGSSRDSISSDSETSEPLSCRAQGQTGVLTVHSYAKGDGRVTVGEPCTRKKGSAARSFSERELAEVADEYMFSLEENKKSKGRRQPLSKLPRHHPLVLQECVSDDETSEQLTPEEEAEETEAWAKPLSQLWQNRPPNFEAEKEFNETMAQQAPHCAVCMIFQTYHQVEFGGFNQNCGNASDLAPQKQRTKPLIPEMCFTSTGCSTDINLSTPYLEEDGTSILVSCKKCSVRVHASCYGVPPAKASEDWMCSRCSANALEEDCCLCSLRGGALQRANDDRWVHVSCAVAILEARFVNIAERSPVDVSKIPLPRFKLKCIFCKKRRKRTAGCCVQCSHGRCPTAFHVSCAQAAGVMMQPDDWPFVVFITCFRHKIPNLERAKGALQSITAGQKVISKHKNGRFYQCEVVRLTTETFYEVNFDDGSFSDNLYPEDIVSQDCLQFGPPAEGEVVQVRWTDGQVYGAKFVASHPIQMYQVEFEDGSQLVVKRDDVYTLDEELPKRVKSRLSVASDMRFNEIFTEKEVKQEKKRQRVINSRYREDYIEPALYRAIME
HP1b chromo inh: blocks HP1-beta chromodomain binding to methylated histone tails. P83916. AlphaScreen HP1-beta / biotin-H3K9me3 peptide binding. Potency, µM (top dose mostly 114 µM), for inactives: at the highest dose activity change, negative = inhibition, hits mostly inhibitors. 390,000 compounds, 0.56% hits. AID 540317; also: potency is read from the fitted curve at half-maximal effect; nearly all actives have a fitted effect of over 70% in size; inactives centre near 23
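Compound inhibition of the preformed complex between 50 nM HP1-beta and 50 nM biotinylated H3K9me3 peptide was read by AlphaScreen. Buffer was PBS pH 7.4 with 0.01% Tween-20. Incubations ran 30 min at room temperature, with 10 ug/mL donor/acceptor beads.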
PI4K2A block: PI4K2A (human) kinase inhibition; purified PI4K2A, ADP-Glo luminescence, 1 h; hits give low values; activity change, negative = inhibition, % at 76.9 µM; 420,000 compounds, 0.13% hits; AID 1346378; in the data active = activity change below about -50%; inconclusive = mostly about -30% to -49%;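 also: -100% = wells without enzyme as full effect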
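Compounds are screened against recombinant PI4K2A using PI as substrate and ATP, the latter dispensed at 300 microM. Reactions run one hour at ambient temperature before ADP-Glo detection; full inhibition defined by wells lacking enzyme.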
GLS inh: inhibitors of human glutaminase (GLS) | O94925 | GLS enzymatic activity, qHTS titration | Potency, µM (series often up to 45.5 µM), for inactives: top-dose activity change, negative = inhibition, most hits filed as inhibitors | 410,000 compounds, 0.21% hits; also: potency is read from the fitted curve at half-maximal effect; % is scaled to controls: 0 for no effect and ±100 for the full control effect
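Coupled fluorescence readout: glutamate oxidase/HRP/Amplex Red detect glutamate formed by hKGA from L-glutamine (1 mM solution added). Buffer 45 mM KH2PO4 pH 8.2, 0.02% Tween-20; reads at t0 and 30 min RT.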
G9a inh: G9a (human) methyltransferase inhibition; G9a H3K9 monomethylation, AlphaScreen, 2 h; 350,000 compounds, 8.8% hits; Potency, µM (doses to about 102 µM), without a hit: at the highest dose activity, negative = inhibition, actives largely listed as inhibitors; Q96KQ7; also: potency is read from the fitted curve at half-maximal effect; % is scaled to controls: 0 for no effect and ±100 for the full control effect; nearly all actives have a fitted effect of over 75% in size
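AlphaScreen detection with an anti-monomethyl H3K9 antibody quantified product after a 2 h room-temperature reaction containing 500 nM biotinylated H3K9 peptide, 20 µM SAM and 20 nM enzyme, which had been preincubated 15 min with compound.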
RGS4 inh: human RGS4 inhibition | Transcreener GDP fluorescence polarization, RGS4-accelerated GTP hydrolysis | Potency, µM (highest dose often 114 µM), for the others: at the highest dose activity change, negative = inhibition, actives largely listed as inhibitors | 390,000 compounds, 0.039% hits; also: potency is read from the fitted curve at half-maximal effect; % is scaled to controls: 0 for no effect and ±100 for the full control effect; nearly all actives have a fitted effect of over 75% in size; some results filed as inactive show a strong effect at the top dose
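MLSMR compounds (23 nl, pin-transferred) preincubated 10 min at room temperature with a 500nM (2x) first reagent, then RGS4 at 900nM (2x) plus Transcreener GDP mix added; fluorescence polarization (620/688 nm) read before and after 90 min at 30 °C.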
12-LOX inh: inhibitors of human 12S-lipoxygenase ALOX12; Potency, µM (highest dose often 108 µM), inactives show top-dose activity change, negative = inhibition, hits mostly inhibitors; P18054; 580,000 compounds, 1.1% hits; purified 12hLO, xylenol orange hydroperoxide absorbance; also: potency is read from the fitted curve at half-maximal effect; % is scaled to controls: 0 for no effect and ±100 for the full control effect
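Purified human 12hLO at 150 nM in 25 mM Hepes, 0.01% Triton X-100, pH 7.0, preincubated 15 min at room temperature with compound. Reaction started with 40 uM arachidonic acid, 30 min at room temperature. Hydroperoxide measured by Fe-xylenol orange, 573/405 nm absorbance ratio.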
ERG Ets-DNA blk: ERG Ets/DNA interaction inhibition | Potency, µM (top dose mostly 76.9 µM), for the others: at the highest dose FP activity, negative = inhibition, actives largely listed as inhibitors | AID 624246 | fluorescence polarization, His-ERG Ets domain / labelled DNA | P11308 | 370,000 compounds, 0.028% hits; active = well fitted inhibition curve with a large enough effect in the polarisation, with a control signal flat; inconclusive = small, poorly fitted or top-dose-only effect, or effect the other way, or a change in a side signal; inactive = no such curve, though single readings can be large or run the other way; the % refers to the polarisation;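 also: polarization taken with two DNA probes labelled with fluorescein and Texas red; potency is read from the fitted curve at half-maximal effect; % of control where 0% means no effect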
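His-tagged ERG Ets domain (1 uM in the protein solution; 300mM KCl, 50mM Tris-HCl, 1mM EDTA, 1mM DTT, pH 7.5) received compound, then a probe mix of 5 nM fluorescein-DNA and 100nM Texas-615-DNA. Fluorescence polarization was read for both dyes.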
BAZ2B block: blocks human BAZ2B; AlphaScreen BAZ2B-H3K14Ac peptide displacement; Potency, µM (top dose mostly 114 µM), for inactives: top-dose activity change, negative = inhibition, hits mostly inhibitors; 360,000 compounds, 4.4% hits; also: potency is read from the fitted curve at half-maximal effect; % is scaled to controls: 0 for no effect and ±100 for the full control effect; nearly all actives have a fitted effect of over 60% in size
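Inhibition is scored as reduced AlphaScreen emission. The BAZ2B/b-H3(5-23)K14Ac complex (50 nM each) in PBS pH 7.4, 0.01% Tween-20 meets compound (up to 110 uM) for 30 min at RT before bead addition.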
Starred values were filed as active, the others as inactive; i = inactive; ? = inconclusive; nt = no result given; & = joins results of further samples; [ ] = dose if it differs, or a comment. Unless noted, calls follow the shape of the dose curve; as a rule, active = well fitted curve in the direction sought with a large enough effect; inconclusive = small, poorly fitted or top-dose-only effect, or another doubt; inactive = no such curve, though single readings can be large; an effect the other way counts as inactive or inconclusive. A portion of the library, so the mix of outcomes need not match the whole.

Preview, 11 compounds:
SMILES	JMJD2A Tudor inh	HP1b chromo inh	PI4K2A block	GLS inh	G9a inh	RGS4 inh	12-LOX inh	ERG Ets-DNA blk	BAZ2B block
Cc1c(N=Cc2ccc(O)c(Br)c2)cccc1[N+](=O)[O-]	-10%	30%	-3	1%	?	-5%	-17%	nt	-7%
CCOc1ccccc1NC(=O)CCc1nnc2ccc(NCc3ccco3)nn12	?	20%	-3	-13%	-4%	-8%	2%	-2%	?
O/N=C\c1ccc(-c2ccccc2)o1	-1%	21%	5	1%	1%	1%	4%	nt	-4%
NC(N)=N/N=C/c1ccc(OCc2ccc(Cl)cc2Cl)cc1	?	-19%	1	4%	50µM*	-17%	?	nt	?
Cc1cc(/C=N\O)c(C)n1-c1ccncc1	-22%	0%	-4	57%[activator]	-12%[12.7 µM]	11%	-4%	3%	-7%
O=C1C2C3C=CC(CC3)C2C(=O)N1c1ccccc1[N+](=O)[O-] (configuration not stated)	-15%	5%	2	1%	?	-22%	-6%	-7%	-11%
CSc1ccc(/C=N/N2CCN(Cc3ccccc3)CC2)cc1	45µM*	45µM*	-2	3%	nt	-14%	-1%	-2%	13µM*
OC(CNCC1CCCO1)Cn1c2ccc(Cl)cc2c2cc(Cl)ccc21 (configuration not stated)	-9%[57.1 µM]	18%	-2	-3%	0%[2.33 µM]	10%[56.9 µM]	?	-9%	-35%
COc1cccc(-c2ccc3ncnc(N(C)Cc4ccco4)c3c2)c1	-34%	14%	-4	5%	-30%[12.7 µM]	17%	?	nt	-35%&-35%
CCOC(=O)c1cccc(NC(=O)c2oc3c(c2C)-c2nn(CC)cc2CC3)c1	-19%	39%[activator]	?	-12%	-40%[59 µM]	-2%	?	-3%	-11%
COc1ccc(CCNC2CC(=O)N(CCc3ccc(OC)c(OC)c3)C2=O)cc1 (configuration not stated)	-4%	19%	1	2%	-44%[59 µM]	22%	8%	0%	6%

The listing, repeating the preview:
SMILES	JMJD2A Tudor inh	HP1b chromo inh	PI4K2A block	GLS inh	G9a inh	RGS4 inh	12-LOX inh	ERG Ets-DNA blk	BAZ2B block
Cc1c(N=Cc2ccc(O)c(Br)c2)cccc1[N+](=O)[O-]	-10%	30%	-3	1%	?	-5%	-17%	nt	-7%
CCOc1ccccc1NC(=O)CCc1nnc2ccc(NCc3ccco3)nn12	?	20%	-3	-13%	-4%	-8%	2%	-2%	?
O/N=C\c1ccc(-c2ccccc2)o1	-1%	21%	5	1%	1%	1%	4%	nt	-4%
NC(N)=N/N=C/c1ccc(OCc2ccc(Cl)cc2Cl)cc1	?	-19%	1	4%	50µM*	-17%	?	nt	?
Cc1cc(/C=N\O)c(C)n1-c1ccncc1	-22%	0%	-4	57%[activator]	-12%[12.7 µM]	11%	-4%	3%	-7%
O=C1C2C3C=CC(CC3)C2C(=O)N1c1ccccc1[N+](=O)[O-] (configuration not stated)	-15%	5%	2	1%	?	-22%	-6%	-7%	-11%
CSc1ccc(/C=N/N2CCN(Cc3ccccc3)CC2)cc1	45µM*	45µM*	-2	3%	nt	-14%	-1%	-2%	13µM*
OC(CNCC1CCCO1)Cn1c2ccc(Cl)cc2c2cc(Cl)ccc21 (configuration not stated)	-9%[57.1 µM]	18%	-2	-3%	0%[2.33 µM]	10%[56.9 µM]	?	-9%	-35%
COc1cccc(-c2ccc3ncnc(N(C)Cc4ccco4)c3c2)c1	-34%	14%	-4	5%	-30%[12.7 µM]	17%	?	nt	-35%&-35%
CCOC(=O)c1cccc(NC(=O)c2oc3c(c2C)-c2nn(CC)cc2CC3)c1	-19%	39%[activator]	?	-12%	-40%[59 µM]	-2%	?	-3%	-11%
COc1ccc(CCNC2CC(=O)N(CCc3ccc(OC)c(OC)c3)C2=O)cc1 (configuration not stated)	-4%	19%	1	2%	-44%[59 µM]	22%	8%	0%	6%
O=[n+]1cc(-c2cc3ccccc3o2)n([O-])c2c1CCCC2	3%	?	-4	1%	7%[59 µM]	-10%	-9%	9%	2%
O=C(Cn1ncc2c([nH]c3ccccc32)c1=O)Nc1cc(F)ccc1F	-17%	29%	-3	0%	0%[59 µM]	?	-26%	-2%	1%
Cn1nc(C(=O)NCc2ccccc2)c2c1-c1ccccc1S(=O)(=O)C2	-12%&21%	16%&74%	9&-11	1%&-12%	-12%	0%&-7%	1%&-11%	-1%&3%	?
CN(C)S(=O)(=O)c1cc(S(=O)(=O)N(C)C)c(Cl)cc1N	3%	20%	0	-3%	-1%[59 µM]	5%	1%	nt	1%
O=C(CSc1nc(-c2cccs2)nc2cc(=O)[nH]n12)Nc1ccccc1Cl	?	20%	-1	?	28%[59 µM]	-24%	-12%	-4%	79µM*
Cc1cc[n+](CC[n+]2ccc(C)cc2)cc1	-18%	25%	-4	3%	15%[12.7 µM]	20%	13%	-8%	-8%
CN(C)CCN=Cc1c(O)n(Cc2ccccc2)c(=O)c2ccccc12	-22%	-6%	-1	-6%	56µM*	3%	7%	1%	-32%
CCOC(=O)c1c(C)[nH]c(C)c1S(=O)(=O)N1CCC(C(=O)N2CCN(c3ccc(F)cc3)CC2)CC1	-27%	9%	2	25%	4%[59 µM]	5%	2%	0%	?
O=[N+]([O-])c1cccc(-c2nnc(SCc3cccnc3)o2)c1	-16%	32%	1	-6%	-3%[0.501 µM]	-1%[56.9 µM]	0%	-4%	-7%
NS(=O)(=O)c1ccc(NC(=O)COc2ccc(Cl)cc2)cc1	-16%	28%	-2	-10%	15%	1%	46%[activator]	6%	0%
COc1ccc2cc3c(N)nn(C(=O)c4cccc(F)c4)c3nc2c1	-20%	25%	0	4%	nt	-1%	-9%	-3%	-7%
CCOC(=O)Cc1csc(NC(=O)NC2(C(F)(F)F)Oc3ccc(Cl)cc3O2)n1 (configuration not stated)	?	7%	1	?	25µM*	-30%	?	0%	-7%
CCc1cccc2c(C(=O)C(F)(F)F)cn(CC(=O)N3CCOCC3)c12	-11%	27%	-5	1%	19%	-2%	-8%	-4%	-18%
COc1cccc(NC(=O)NNS(=O)(=O)c2ccc(OC)cc2OC)c1	-20%	25%	4	17%	36%	-10%	1%	3%	-5%
Cn1c(SCC(=O)Nc2nccs2)nnc1C12CC3CC(CC(C3)C1)C2	-10%	31%	-1	2%	6%[12.7 µM]	-8%	-29%	-7%	-5%
CCc1c(C)c2ccc(O)c(CN3CCN(c4ccc(OC)cc4)CC3)c2oc1=O	12%	38%	1	52%[activator]	-9%[59 µM]	15%	-14%	0%	1%
Cc1c(C(=O)N2CCCC2)c(S(=O)(=O)Nc2ccccc2Cl)c(C)n1C	-28%	32%	10	4%	20%[59 µM]	23%[11.4 µM]	-3%	15%	-14%
COc1ccccc1/C=N/NC(=O)c1ccc(CN2C(=O)c3cccc4cccc2c34)cc1	3%	27%	-7	-2%	55%[activator][12.7 µM]	0%	-16%	-1%	3%
O=c1ncn(C2CCCCC2)c(=O)[nH]1	-1%	13%	7	-6%	nt	7%	11%	11%	nt
NC(=O)C1CCN(c2oc(-c3ccc(F)cc3)nc2S(=O)(=O)c2ccccc2)CC1	-6%	21%	3	-4%	-7%[12.7 µM]	-1%	0%	-7%	-9%
O=C(NCc1ccccc1)c1ccc2nc(CCc3ccccc3)oc2c1	-11%	17%[57 µM]	4	3%	5%[59 µM]	10%	-17%	8%	-2%
O=C(Nc1cc(C(F)(F)F)ccc1Cl)c1cc(C2CC2)on1	-14%	24%	-4	2%	16%[59 µM]	17%	-1%	-5%	4%
Cc1cccc(NC(=O)NNC(=O)COc2ccc3ccccc3c2)c1	-14%	25%	0	27%	nt	-8%	i	0%	-9%
CCC(CO)NCC#Cc1ccccc1 (configuration not stated)	-17%	24%	0	-10%	56µM*	0%	-4%	1%	-34%
CC1CCN(C(=O)CSc2nc(N)c(NC(=O)c3ccccc3)c(=O)[nH]2)CC1	-2%	27%	-10	20%	13%	-11%	?	-5%	-3%
Cc1cc(Nc2ccccc2)n(C(=O)c2ccc(N)cc2)n1	?	-17%	9	14%	?	-19%	-29%	0%	-14%
O=C(CSCCO)Nc1cccc(C(F)(F)F)c1	-6%	37%	10	1%	1%[12.7 µM]	20%	1%	-2%	4%
CC1CN(C(=O)c2ccc(CNS(=O)(=O)c3cccc(Cl)c3)cc2)CC(C)O1 (configuration not stated)	-7%	25%	4	-15%	4%	-45%	105%[activator]	11%	-3%
CCCNC(=O)c1cc(OC)c(OC)cc1[N+](=O)[O-]	-8%	30%	-3	14%	2%	1%	-2%	-1%	-6%
CC(C)(C)c1ccc(OCc2ccc(C(=O)NCc3cccnc3)o2)cc1	-24%	12%	1	-5%	-46%	6%	-12%	6%	?
